Bioassay records: PubChem BioAssay, National Center for Advancing Translational Sciences (NCATS)
mIDH1 inhibitor: blocks human mutant IDH1 R132H enzyme. O75874. IDH1-R132H enzyme, NADPH consumption, diaphorase/resazurin fluorescence. Potency, µM (highest dose often 76.6 µM), inactives show at the highest dose activity change, negative = inhibition, usual class: inhibitors. 0.093% of 390,000 active. AID 602179; also: % is scaled to controls: 0 for no effect and ±100 for the full control effect; nearly all actives have a fitted effect of over 65% in size
Target sequence (O75874 whole entry R132H, stated change not applied): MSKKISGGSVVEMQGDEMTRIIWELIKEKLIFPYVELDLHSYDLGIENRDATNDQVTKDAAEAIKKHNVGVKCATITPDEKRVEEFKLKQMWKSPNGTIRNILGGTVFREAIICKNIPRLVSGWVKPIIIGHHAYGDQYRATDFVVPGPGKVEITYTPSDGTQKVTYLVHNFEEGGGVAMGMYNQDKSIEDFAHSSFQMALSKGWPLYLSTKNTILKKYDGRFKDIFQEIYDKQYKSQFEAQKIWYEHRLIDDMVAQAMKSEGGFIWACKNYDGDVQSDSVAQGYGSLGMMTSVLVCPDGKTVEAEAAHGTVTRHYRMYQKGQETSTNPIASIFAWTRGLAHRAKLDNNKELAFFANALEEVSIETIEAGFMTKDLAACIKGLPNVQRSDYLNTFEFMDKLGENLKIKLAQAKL
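IDH1-R132H (0.5 ug/mL dispensed) in pH 7.5 Tris buffer was preincubated 30 min with compound, then given a substrate mix of 0.016 mM NADPH and 2 mM alpha-KG for 80 min at room temperature; remaining NADPH was read by diaphorase/resazurin fluorescence.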
RXFP1 ag: activates the human relaxin receptor RXFP1; AID 2676; HEK293T-RXFP1 cAMP TR-FRET, 30 min; response scale: percent of porcine relaxin response, buffer zero; 0.3% of 370,000 active; Potency, µM (series often up to 57.5 µM), inactives show top-dose activation, most hits filed as activators; Q9HBX9; also: % is scaled to controls: 0 for no effect and ±100 for the full control effect; nearly all actives have a fitted effect of over 60% in size; many of its hits are not listed in these tables
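Agonist response is measured as cAMP accumulation in an RXFP1-transfected HEK293T line under PDE4 inhibition. Values are scaled between buffer-only and 29 nM porcine relaxin, and EC50s come from standard Hill equation fits.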
Vif-A3G inh: Vif-A3G binding inhibition; Potency, µM (doses to about 46.1 µM), without a hit: at the top dose activity, negative = active, usual class: inhibitors; AID 602310; 0.076% of 410,000 active; Q9HC16; HeLa A3G-eYFP + Vif (tagged APOBEC3G with the HIV-1 protein that degrades it), YFP fluorescence, overnight;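 also: % is scaled to controls: 0 for no effect and ±100 for the full control effect; nearly all actives have a fitted effect of over 60% in size; hits raise eYFP signal because A3G escapes Vif-driven loss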
Target sequence (Q9HC16 whole entry, looked up): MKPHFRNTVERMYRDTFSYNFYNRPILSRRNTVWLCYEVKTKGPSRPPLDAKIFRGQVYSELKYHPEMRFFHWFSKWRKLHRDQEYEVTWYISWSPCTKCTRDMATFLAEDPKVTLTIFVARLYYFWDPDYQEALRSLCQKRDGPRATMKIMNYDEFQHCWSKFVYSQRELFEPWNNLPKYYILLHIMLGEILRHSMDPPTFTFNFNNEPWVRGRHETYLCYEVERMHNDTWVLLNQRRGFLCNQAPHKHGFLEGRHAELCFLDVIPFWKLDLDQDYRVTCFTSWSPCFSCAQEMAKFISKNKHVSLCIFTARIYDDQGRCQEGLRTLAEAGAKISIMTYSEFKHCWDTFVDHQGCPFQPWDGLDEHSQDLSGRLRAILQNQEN
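Read-out is eYFP fluorescence (Ex 488/Em 500-530) from Vif-expressing HeLa A3G-eYFP cells; more signal means A3G escaped Vif-mediated degradation. Cells plated overnight, compound pinned in, incubated overnight at 37 deg C.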
RGS4 inh: human RGS4 inhibition; Transcreener GDP fluorescence polarization, RGS4-accelerated GTP hydrolysis; AID 504845; Potency, µM (top dose mostly 114 µM), for inactives: at the top dose activity change, negative = inhibition, usual class: inhibitors; P49798; 0.039% of 390,000 active; also: % is scaled to controls: 0 for no effect and ±100 for the full control effect; nearly all actives have a fitted effect of over 75% in size; some results filed as inactive show a strong effect at the top dose
Target sequence (P49798 whole entry, looked up): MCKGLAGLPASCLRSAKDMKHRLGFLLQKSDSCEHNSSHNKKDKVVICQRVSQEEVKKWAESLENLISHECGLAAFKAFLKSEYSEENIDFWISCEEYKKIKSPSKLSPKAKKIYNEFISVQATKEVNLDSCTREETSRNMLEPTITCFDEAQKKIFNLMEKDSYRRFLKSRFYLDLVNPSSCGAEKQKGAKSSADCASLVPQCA
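MLSMR compounds (23 nl, pin-transferred) preincubated 10 min at room temperature with a 500nM (2x) first reagent, then RGS4 at 900nM (2x) plus Transcreener GDP mix added; fluorescence polarization (620/688 nm) read before and after 90 min at 30 °C.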
TrxR1 substrate: rat thioredoxin reductase 1 substrate activity; purified TrxR1 substrate turnover, NADPH consumption readout; AID 588456; 0.01% of 390,000 active; Potency, µM (doses to about 114 µM), inactives show at the top dose activity change, negative = substrate turnover; also: % is scaled to controls: 0 for no effect and ±100 for the full control effect; nearly all actives have a fitted effect of over 50% in size
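Rat TrxR1, dispensed at 90 nM, was prereduced with 400 uM NADPH (final) for 5 min at ~22 deg C, then incubated with compound 15 min before 400 uM selenite. A first-read NADPH fluorescence drop versus no-compound background flagged substrates.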
USP1 inh: blocks the human USP1/UAF1 deubiquitinase complex. AID 743255. O94782. 0.23% of 390,000 active. recombinant USP1/UAF1, Ub-Rhodamine cleavage fluorescence. Potency, µM (titrated, usually from 57.1 µM), inactives show at the highest dose activity change, negative = inhibition, most hits filed as inhibitors; also: % is scaled to controls: 0 for no effect and ±100 for the full control effect; nearly all actives have a fitted effect of over 60% in size; inactives centre near -12
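Step one: compound is pinned into 1nM USP1/UAF1 in HEPES pH 7.8 buffer with TCEP. Step two: 15 min room-temperature incubation. Step three: Ub-Rho (150nM final) starts cleavage, tracked by fluorescence over six one-minute reads.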
TrxR1 inh: inhibitors of rat thioredoxin reductase 1; AID 588453; O89049; Potency, µM (titrated, usually from 114 µM), for inactives: top-dose activity change, negative = inhibition, hits mostly inhibitors; recombinant rTrxR1, NADPH fluorescence consumption, selenite substrate; 1% of 390,000 active; also: % is scaled to controls: 0 for no effect and ±100 for the full control effect; nearly all actives have a fitted effect of over 65% in size
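Rat TrxR1 (90 nM in the dispensed reagent) was pre-reduced with 400 uM NADPH for 5 min at room temperature, then incubated with compound for 15 min. After 400 uM selenite was added, NADPH fluorescence (Ex 340/Em 450 nm) was followed for 8 min.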
Vif-A3F inh: Vif-A3F binding inhibition | HeLa A3F-eYFP + Vif (tagged APOBEC3F with the HIV-1 protein that degrades it), YFP fluorescence increase | Potency, µM (series often up to 46.1 µM), inactives show top-dose activity, negative = active | 0.2% of 390,000 active | AID 602313; also: % of control where 0% means no effect; nearly all actives have a fitted effect of over 65% in size
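Fluorescence increase (Ex 488/Em 500-530) after overnight compound treatment at 37 deg C flags inhibition of Vif-driven A3F-eYFP loss in stable HeLa A3F-eYFP/Vif cells seeded overnight beforehand.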
12-LOX inh: inhibitors of human 12S-lipoxygenase ALOX12 | P18054 | purified 12hLO, xylenol orange hydroperoxide absorbance | Potency, µM (doses to about 108 µM), for inactives: at the top dose activity change, negative = inhibition, most hits filed as inhibitors | 1.1% of 580,000 active; also: % is scaled to controls: 0 for no effect and ±100 for the full control effect
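Purified human 12hLO (150 nM final) in 25 mM Hepes, 0.01% Triton X-100, pH 7.0 was preincubated 15 min at room temperature with compound. Then 40 uM arachidonic acid was added, 30 min. Hydroperoxide was read by Fe-XO absorbance ratio 573/405 nm.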
Active calls of the source: *; ? = inconclusive; · = not tested or not shown; [ ] = another dose, or the depositor's remark. Calls follow the shape of the dose curve; as a rule, active = well fitted curve in the direction sought with a large enough effect; inconclusive = small, poorly fitted or top-dose-only effect, or another doubt; inactive = no such curve, though single readings can be large; an effect the other way counts as inactive or inconclusive. Potency is read from the fitted curve at half-maximal effect. Some of the compounds tested. The share of hits here may be higher or lower than overall.

Each structure is followed by: mIDH1 inhibitor, RXFP1 ag, Vif-A3G inh, RGS4 inh, TrxR1 substrate, USP1 inh, TrxR1 inh, Vif-A3F inh, 12-LOX inh
1) Cc1ccccc1NC(=O)Cn1nnc2ccccc21
  9%, 0.4%, 4%, -14%, 4%[57.1 µM], -15%, 22%[57.1 µM], -2%, 23%
2) Cn1c(C(=O)NCc2ccccc2)cc2oc3ccccc3c21
  -3%, 0.8%, 1%, -7%, 2%[57.1 µM], -18%, 6%[57.1 µM], -1%, 32%[activator]
3) CCN1CCC(N(Cc2ccc(F)cc2)C(=O)Nc2ccc(C)c(F)c2)CC1
  ·, 2.0%, ·, -8%, -3%, -14%, 1%, ·, -22%
4) CCN1CCN(C(c2ccccc2)c2c(O)cc(C)n(CCOC)c2=O)CC1 (stereo not drawn)
  11%, 1.8%, 1%, -8%, 7%[57.1 µM], -12%, ?, -6%, -17%
5) COC(=O)Cn1c(C)nc(=O)c(-c2ccccc2)c1C
  4%, -0.2%, 1%, -2%, -6%, 4%, 1%, -11%, 143%[activator]
6) COc1ccc(C(=O)OCC(=O)Nc2c(C)cccc2C)c(OC)c1OC
  2%, -1.0%, 2%, 43%, 4%[57.1 µM], ?, 11%[57.1 µM], 5%, -3%
7) CCOP(=O)(OCC)C(NC(=O)Nc1c(C)cc(C)cc1C)c1ccccc1 (stereo not drawn)
  -9%, 0.1%, 2%, 5%, -6%[57.1 µM], -16%, -6%[57.1 µM], -10%, 6%
8) CCOC(=O)c1c(C)oc2c1c(C(c1cccnc1)N1CCOCC1)c(O)c1ccccc12 (stereo not drawn)
  ?, 0.1%, 0%, -36%, -13%, -28%, 11µM*, -1%, -8%
9) COc1ccc(N2CCN(C(=O)C3CCN(S(=O)(=O)c4cccc5nonc45)CC3)CC2)cc1
  -12%, -0.7%, 2%, 5%, -13%[57.1 µM], -20%, -7%[57.1 µM], -10%, -18%
10) COc1ccc(CCNC(=O)COc2nsnc2N2CCOCC2)cc1OC
  15%, 0.9%, 2%, 8%, -4%, -22%, 0%, 5%, 27%
11) CCn1c(SCC(=O)NC2CC2)nnc1C(C)Oc1ccccc1 (stereo not drawn)
  -3%, 0.0%, -6%, 20%, -3%, -1%, -3%, -12%, -7%
12) O=C(O)CCCC(=O)Nc1ccc(N2CCCC2)cc1
  12%, -1.2%, 2%, -47%, -9%, ?, -31%, -1%, 0%
13) COc1ccccc1/C=N/NC(=O)C(=O)N1CCN(c2ccccc2OC)CC1
  12%, 1.5%, -2%, -22%, -1%, -14%, 3%, 3%, -1%
14) CC(=O)Nc1ccc(S(=O)(=O)NC(CC(=O)NCCC2=CCCCC2)C(C)C)cc1 (stereo not drawn)
  4%, 1.6%, -2%, 9%[11.4 µM], 6%[57.1 µM], -20%, 6%[57.1 µM], -4%, 0%
15) Cn1c(Cc2ccccc2)nnc1SCc1ccc(C(=O)O)cc1
  7%, 1.3%, 0%, -7%, -5%, -3%, -6%, 11%, -1%
16) COC(=O)c1sccc1S(=O)(=O)Nc1ccc(C)cc1
  1%, -2.0%, 2%, 33%, -5%, -12%, 6%, 0%, 0%
17) NC(=O)CCC(NC(=S)Nc1ccccc1)C(=O)O (stereo not drawn)
  6%, 1.0%, 1%, -7%, 2%, -15%, -11%, -6%, -5%
18) CSCCOC(=O)C1=C(C)NC(=O)NC1c1ccc2c(c1)OCO2 (stereo not drawn)
  1%, -0.5%, -8%, 17%, 5%, -22%, 15%, -6%, 5%
19) CCc1cccc(NC(=O)CSCc2nc3sc(C)c(C)c3c(=O)[nH]2)c1
  7%, -3.0%, -6%, -23%, 2%, -24%, 13%, 2%, ?
20) Cc1cccc(C(=O)NCC2CCN(C(=O)c3cccc(C)c3)CC2)c1
  4%, -0.5%, -2%, -25%, -8%, -9%, -5%, 1%, 0%
21) CCOC(=O)Cc1nnc(NC(=O)CSc2ccc(Cl)cc2)s1
  8%, 0.4%, -5%, -7%, 5%, -11%, 17%, -3%, ?
22) C[C@@H](C(=O)N1CCN(C(=O)OC(C)(C)C)CC1)n1cc(CCC(=O)O)nn1
  6%, 0.9%, 1%, 11%, 4%[57.1 µM], -10%, 5%, 9%, -1%
23) CN1CCN(S(=O)(=O)c2ccc(N(C)Cc3c(F)cccc3Cl)nc2)CC1
  11%, ·, 2%, -4%, 0%, -17%, -2%, -4%, ?
24) CSc1ccccc1C(=O)N1CCN(c2cccc(Cl)c2)CC1
  8%, -0.3%, -21%, 10%, 1%[57.1 µM], -4%, 26%[57.1 µM], -6%, -2%
25) CC(C)N1C(=O)C2C(c3ccccc3O)NC(C)(C(=O)O)C2C1=O (stereo not drawn)
  -5%, -1.7%, -1%, 9%, -7%, ?, -12%, -1%, 22%
26) CC(C)[C@H](NC(=O)c1ccccc1Cl)C(=O)NC1CCCCCC1
  -2%, -0.5%, 1%, -12%, -3%[57.1 µM], -6%, 6%[57.1 µM], 11%, 24%
27) COC(=O)CN1C(=O)[C@H]2[C@@H](C3CC3)N3C(=O)CN(Cc4ccccn4)C(=O)[C@@]3(Cc3ccccc3)[C@H]2C1=O
  -6%, -0.2%, 5%, 18%, 4%[57.1 µM], -8%, 14%[57.1 µM], -4%, 3%
28) COC(=O)c1c(NC(=O)CC2SC(N)=NC2=O)sc(C)c1C (stereo not drawn)
  13%, -0.5%, -4%, -1%, -1%, -23%, -3%, -14%, 2%
29) CCOC(=O)c1c(C)[nH]c(C(=O)CN2C(=O)NC(C)(C)C2=O)c1C
  10%, 0.0%, -3%, 22%, -2%, -13%, -3%, 6%, -3%
30) C=CCNc1oc(Cc2cccc3ccccc23)nc1C#N
  14%, -0.6%, -22%, -31%, 4%, -13%, 15%, -29%, 5%[57.4 µM]
31) O=C(N/C(=C\c1ccc(Br)cc1)C(=O)N1CCOCC1)c1ccc([N+](=O)[O-])cc1
  2%, 6.1%, -2%, 27%, 6%[57.1 µM], -22%, 9%[57.1 µM], ?, 2%
32) COc1ccc(CCNC(=O)c2cc3sccc3n2Cc2ccc(Cl)cc2)cc1OC
  0%, 20%, 2%, -21%, -5%, -15%, 5%, -6%, -11%
33) O=C(COC(=O)c1ccc(O)cc1O)Nc1ccc(Cl)cn1
  4%, 1.8%, -10%, -18%, 1%, -22%, -2%, 3%, ?
34) CCOC(=O)N/N=C1\CCc2ccccc21
  8%, -0.6%, -2%, 11%, 2%, -18%, 11%, -3%, 2%
35) O=C(CN1C(=O)NC2(CCCC2)C1=O)NCc1ccc(F)cc1
  0%, ·, 1%, -21%, 7%, -7%, 11%, 6%, ?
36) CCN1CCc2c(OCc3ccccc3)cccc2C1=O
  2%, -0.8%, 1%, -4%, 3%[57.1 µM], -1%, 15%[57.1 µM], 2%, 8%
37) O=C(Nc1ccccc1)Nc1ccccc1
  6%, ·, 0%, -21%, 3%, -15%, -2%, 5%, 13%
38) CCOc1ccc(-n2nc(CO)c(C(=O)NCc3ccccn3)n2)cc1
  14%, 2.3%, -23%, -1%, 177%[activator], 5%, 34%, -9%, -18%
39) COc1ccc([C@H]2CC(=O)C=C(c3cccc(NC(C)=O)c3)C2)cc1
  0%, 0.2%, 0%, 6%, -4%, -5%, 7%, 0%, -35%

7 of the compounds above, screen by screen.
#31 O=C(N/C(=C\c1ccc(Br)cc1)C(=O)N1CCOCC1)c1ccc([N+](=O)[O-])cc1
#32 COc1ccc(CCNC(=O)c2cc3sccc3n2Cc2ccc(Cl)cc2)cc1OC
#33 O=C(COC(=O)c1ccc(O)cc1O)Nc1ccc(Cl)cn1
#34 CCOC(=O)N/N=C1\CCc2ccccc21
#35 O=C(CN1C(=O)NC2(CCCC2)C1=O)NCc1ccc(F)cc1
#36 CCN1CCc2c(OCc3ccccc3)cccc2C1=O
#37 O=C(Nc1ccccc1)Nc1ccccc1
Assay by compound | 31 | 32 | 33 | 34 | 35 | 36 | 37
mIDH1 inhibitor | 2% | 0% | 4% | 8% | 0% | 2% | 6%
RXFP1 ag | 6.1% | 20% | 1.8% | -0.6% | · | -0.8% | ·
Vif-A3G inh | -2% | 2% | -10% | -2% | 1% | 1% | 0%
RGS4 inh | 27% | -21% | -18% | 11% | -21% | -4% | -21%
TrxR1 substrate | 6%[57.1 µM] | -5% | 1% | 2% | 7% | 3%[57.1 µM] | 3%
USP1 inh | -22% | -15% | -22% | -18% | -7% | -1% | -15%
TrxR1 inh | 9%[57.1 µM] | 5% | -2% | 11% | 11% | 15%[57.1 µM] | -2%
Vif-A3F inh | ? | -6% | 3% | -3% | 6% | 2% | 5%
12-LOX inh | 2% | -11% | ? | 2% | ? | 8% | 13%
